Compound activity as filed in PubChem BioAssay.
NR1D1 modulator = modulators of Rev-erb alpha DNA binding, primary screen, biochemical, FITC-DNA, fluorescence polarization, uHTS; activity, % at 10 µM; hit rate 0.79% among 370,000; Rev-erbα–FITC-DNA binding, 90 min; Nuclear receptor subfamily 1 group D member 1 (Homo sapiens), P20393;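 active = activity above about 14%, limit read from the data; passing the limit was not always enough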;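 also: 0% = DMSO wells with 35 nM protein and 100% = DMSO wells with 750 nM protein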
ssDAF-12 act = S. stercoralis DAF-12 nuclear receptor activators, primary screen, cell-based, luminescence, HEK293, GRIP1 co-expression, lit1-tk-luc | hit rate 1% among 370,000 | activation, % at 6.8 µM | HEK293 ssDAF-12/GRIP1 lit1-tk-luc reporter; % of 3 µM dafachronic acid response | Nuclear hormone receptor DAF-12 (Strongyloides stercoralis);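 active = activation above the mean over all tested compounds plus 3 SD, cut at about 0.9% in these data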;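 also: 0% = DMSO-only wells and 100% = 3 µM delta7-dafachronic acid wells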
DAX1 inh-1 = DAX1 (NR0B1) inhibitors, primary screen, cell-based, HEK293, Gal4-DAX1, luciferase luminescence; Nuclear receptor subfamily 0 group B member 1 (Homo sapiens), P51843; HEK293 Gal4-DAX1 luciferase reporter; inhibition, % at 6.75 µM; hit rate 0.99% among 340,000; AID 504766, 2011;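 active = inhibition above the mean over all tested compounds plus 3 SD, cut at about 4.2% in these data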;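 also: 0% = DAX1-transfected cells with DMSO and 100% = empty-vector control cells with DMSO; inhibition shows as a rise in luminescence from relieved DAX1 repression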
Target sequence (P51843 207-470 limits assumed): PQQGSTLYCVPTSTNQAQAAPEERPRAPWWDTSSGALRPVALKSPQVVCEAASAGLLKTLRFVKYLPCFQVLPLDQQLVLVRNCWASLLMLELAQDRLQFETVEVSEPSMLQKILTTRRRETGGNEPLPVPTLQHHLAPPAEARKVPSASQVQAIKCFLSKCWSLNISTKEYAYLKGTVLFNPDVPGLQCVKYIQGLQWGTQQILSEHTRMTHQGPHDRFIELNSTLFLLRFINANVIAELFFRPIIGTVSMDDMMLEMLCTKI
DAX1 inh-2 = DAX1 (NR0B1) inhibitors on StAR promoter, primary screen, cell-based, luminescence, SF-1 (NR5A1), full-length DAX-1. AID 652010, 2013. inhibition, % at 6.8 µM. HEK293T StAR-luciferase reporter, SF-1/DAX-1 repression relief. hit rate 1.1% among 370,000;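 active = inhibition above the mean over all tested compounds plus 3 SD, cut at about 3.6% in these data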;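 also: 0% = DAX-1 cells with DMSO and 100% = cells lacking DAX-1 with DMSO; higher inhibition means more luminescence from relief of DAX-1 repression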
hcDAF-12 act = H. contortus DAF-12 nuclear receptor activators, primary screen, cell-based, luminescence, HEK293, lit1-tk-luc reporter. HEK293 hcDAF-12 lit1-tk-luc reporter; 0% DMSO, 100% Δ7-dafachronic acid. activation, % at 6.8 µM. hit rate 1.4% among 370,000;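 active = activation above the mean of all tested compounds plus 3 SD, cut at about 5.5% in these data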;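 also: 100% = response to 3 µM Δ7-dafachronic acid high control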
GAA850 FXN act = FXN promoter activators, primary screen, cell-based, luciferase luminescence, HEK293 lucGAA850 | HEK293 lucGAA850 FXN promoter luciferase reporter, 24 h; percent of 10 µM SAHA response | activation, % at 6 µM | hit rate 0.56% among 360,000;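 active = activation above the average of all compounds screened plus 3 SD, cutoff fixed separately per campaign, cut at about 7.5% in these data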;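 also: 0% = DMSO wells and 100% = 10 µM SAHA wells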
SMARCA2 activ = SMARCA2 (BRM) function activators, primary screen, cell-based, luminescence, high throughput | hit rate 1% among 370,000 | activation, % at 9.1 µM | MG213 cells, MMTV-luciferase reporter, dexamethasone, overnight; in the data active = activation above about 7.8%;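 also: 0% = vehicle wells and 100% = reference activator wells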
HGIII-sPLA2 inh = human group III sPLA2 inhibitors, primary screen, biochemical, QFRET, BODIPY PC-A2 liposome substrate. QFRET BODIPY PC-A2 liposome hydrolysis, fluorescence. Group 3 secretory phospholipase A2 (Homo sapiens), Q9NZ20. inhibition, % at 12.2 µM. hit rate 0.56% among 370,000;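 active = inhibition above mean plus 3 SD of compounds lying within the high and low control bounds, cut at about 19% in these data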;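 also: 0% = median of test compound wells and 100% = no enzyme DMSO wells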
Target sequence (Q9NZ20 whole entry, looked up): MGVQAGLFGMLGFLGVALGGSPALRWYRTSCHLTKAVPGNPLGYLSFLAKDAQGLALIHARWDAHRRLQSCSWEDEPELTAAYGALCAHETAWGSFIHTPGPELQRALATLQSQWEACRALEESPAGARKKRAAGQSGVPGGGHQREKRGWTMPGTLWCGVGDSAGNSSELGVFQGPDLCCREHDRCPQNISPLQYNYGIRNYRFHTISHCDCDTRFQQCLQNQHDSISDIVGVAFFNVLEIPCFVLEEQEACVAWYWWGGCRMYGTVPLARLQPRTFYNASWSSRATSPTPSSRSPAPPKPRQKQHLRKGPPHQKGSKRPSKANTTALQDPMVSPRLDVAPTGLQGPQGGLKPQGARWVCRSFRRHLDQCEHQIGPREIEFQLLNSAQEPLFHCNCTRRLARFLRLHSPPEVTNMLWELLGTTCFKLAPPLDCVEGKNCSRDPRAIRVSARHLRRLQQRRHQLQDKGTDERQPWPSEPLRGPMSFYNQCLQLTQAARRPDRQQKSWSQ
PG9 Ab binder = binders of HIV-1 gp120 antibody PG9, primary screen, biochemical, TR-FRET; inhibition, % at 6.7 µM; TR-FRET gp120-PG9 antibody binding; AID 624416, 2012; HIV-1 gp120 / PG9 antibody interaction; hit rate 0.43% among 360,000; in the data active = inhibition above about 8.5%
hgDAF12 agonist = H. glycines DAF-12 receptor agonists, primary screen, cell-based, luminescence, HEK293, GAL4 fusion, UAS-luciferase; activation, % at 6.8 µM; AID 687014, 2013; Nuclear hormone receptor DAF-12 (Heterodera glycines), GAL4 fusion; HEK293 GAL4-hgDAF12 UAS-luciferase reporter, agonist luminescence; normalized to butyrate control; hit rate 1.8% among 370,000;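 active = activation above a cutoff set at the mean of all screened compounds plus 3 SD, cut at about 10% in these data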;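 also: 0% = DMSO wells and 100% = sodium butyrate wells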
PLC-beta3 inh = human PLC-beta3 inhibitors, primary screen, biochemical, fluorescence; 1-phosphatidylinositol 4,5-bisphosphate phosphodiesterase beta-3 (Homo sapiens), Q01970; AID 720704, 2013; hit rate 0.18% among 370,000; Purified PLC-beta3, fluorogenic substrate; inhibition, % at 12.2 µM; in the data active = inhibition above about 11%;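 also: 0% = median of compound wells on plate and 100% = full blocker control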
Active calls of the source: *; . = no result given.

Structure	NR1D1 modulator	ssDAF-12 act	DAX1 inh-1	DAX1 inh-2	hcDAF-12 act	GAA850 FXN act	SMARCA2 activ	HGIII-sPLA2 inh	PG9 Ab binder	hgDAF12 agonist	PLC-beta3 inh
COc1ccc(CN2C(=NC(=O)COc3ccccc3)SC3CS(=O)(=O)CC32)cc1 (configuration not stated)	-7	-0.9	1.4	-0.3	2.3	0.2	-1	1	4.0	0.9	-7
CCOC(=O)/C(N=Nc1cc(C(=O)O)cc(C(=O)O)c1)=C(\O)CCl	-7	-1.2	3.1	-0.3	1.1	1.5	-2	7	-3.3	-1.6	3
Cc1cccc(N2CC(C(=O)Nc3nnc(SCc4ccccn4)s3)CC2=O)c1 (configuration not stated)	7	-0.3	-0.2	1.5	-0.7	-0.3	-5	-10	0.2	2.5	-17
CCN(CC)C(=O)c1[nH]cnc1C(=O)Nc1cccc(C)c1	2	-1.2	0.1	-0.4	-0.5	1.0	0	5	-0.4	-1.5	3
COC(=O)Cc1nnc(SCC(=O)Nc2ccccc2)c2ccccc12	4	-0.9	-0.3	0.0	-0.5	0.4	-1	-22	-1.5	-1.4	-3
COc1ccc(C)cc1-n1nnnc1SCn1nnc2ccccc2c1=O	0	-1.1	-0.6	-0.4	-1.3	-0.9	-2	4	0.6	1.7	-1
COc1ccc(N2CCN(C(=S)NCCc3ccccc3)CC2)cc1	-1	-0.8	0.2	-0.4	-0.7	-0.4	-8	9	-0.9	-0.7	2
COc1ccc(NC(=O)CN(C)C(=O)c2cn(-c3ccccc3)nc2-c2ccc(OC)cc2)cc1	5	-1.5	0.1	0.8	-1.6	1.2	-3	-32	-1.8	0.4	2
C=CC[C@@H](CC(=O)N[C@H](CO)Cc1ccccc1)C(=O)N[C@H](COC(=O)[C@@H](CC=C)CC(=O)OC(C)(C)C)Cc1ccccc1	-5	-1.8	0.0	-0.3	-1.9	-6.1	-2	-49	-0.9	-3.4	-3
COc1ccc(NC(=O)COC(=O)c2n[nH]c3ccccc23)c(OC)c1	-2	-1.2	-0.7	-0.2	0.1	-1.8	-2	-8	-0.8	-0.2	-5
Cc1ccc(NC(=O)c2cc(N3C(=O)C4CCCCC4C3=O)ccc2N2CCOCC2)cc1 (configuration not stated)	-3	-1.3	-0.1	-0.6	0.5	3.1	3	0	1.0	1.5	1
CCOC(=O)C1(C(=O)O)NC(=O)CC1c1ccccc1 (configuration not stated)	-2	-0.4	0.7	0.1	1.8	1.5	1	-1	-0.2	1.4	1
COc1ccccc1OCC(=O)NCCSCc1cccc(Cl)c1	1	-1.3	0.5	-0.2	-2.1	2.0	-4	-4	-0.2	-1.0	-2
COc1ccc(-c2cccc(C3CC=CC4C3C(=O)N(Cc3ccccc3)C4c3ccc(C(F)(F)F)cc3)c2)cc1 (configuration not stated)	-1	-1.3	-0.3	0.0	0.3	-1.3	0	3	0.7	2.7	-2
N/C(=N\OC(=O)N1CCOCC1)c1ccccc1	1	-0.4	-0.8	0.6	2.7	1.9	0	-2	-1.8	4.1	5
COc1cccc(-c2cnc(OC(C)(C)C)nc2OC(C)(C)C)c1	4	-1.2	0.3	-0.1	-2.9	-0.5	-3	-3	-1.6	2.0	-5
CC(C)(C)c1cc(NC(=O)CCSc2nnc3ccccn23)cc(C(C)(C)C)c1	1	-0.3	1.6	-0.4	-0.1	1.0	-5	4	2.1	-0.1	-35
COC(=O)C(C(=O)NCC1CCCO1)C1CCCCCC1 (configuration not stated)	2	-0.8	0.3	-0.5	-1.6	1.2	1	11	-2.3	-1.6	3
COc1ccc(N2CCN(C(=O)c3ccc(C)c(NC(=O)c4ccco4)c3)CC2)cc1	-3	-0.5	-0.3	-1.5	0.1	-0.3	0	16	-1.3	-0.3	-3
COc1cccc(CNC(=O)c2nnn(-c3ccc(OC(F)(F)F)cc3)c2N)c1	2	-1.3	-1.1	-0.2	-1.6	-1.3	-6	-10	-0.6	-1.0	-2
CC1CCCC(C)N1C(=O)CSCc1ccc(Cl)cc1 (configuration not stated)	-3	-1.1	-0.1	0.2	-1.1	0.5	-3	-4	1.3	0.6	2
CC(=O)Nc1ccc(S(=O)(=O)N2CCc3cc4c(cc3C2C)OCCCO4)cc1 (configuration not stated)	1	-1.0	-0.6	-2.3	-1.8	2.0	-1	-6	-2.2	1.1	-14
CC1(C(=O)N2Cc3ccccc3C2)CCN1C(=O)Cc1ccccc1 (configuration not stated)	-3	-2.1	.	-1.2	-1.2	-1.4	-2	8	1.0	-1.2	-1
CS(=O)(=O)N(CC(=O)NCCSCc1ccco1)c1ccc2c(c1)OCO2	-3	-1.3	-0.2	0.2	-2.1	1.9	-3	9	-1.4	-3.3	2
Cc1cc(NC(=O)Nc2ccc(Cl)cc2)n(C)n1	-1	-1.0	-0.9	0.2	-1.7	0.7	-3	18	1.4	0.7	0
COc1ccc(-c2nn(-c3ccccc3)cc2CNC(=O)c2cccc([N+](=O)[O-])c2)cc1	8	-1.2	-0.7	-1.2	0.4	0.9	0	-11	2.3	-2.7	5
CC(=O)Nc1ccc(C23CC4CC(CC(C4)C2)C3)cc1	5	-1.2	1.3	-0.5	-2.0	5.5	-1	-5	0.9	-0.4	-8
N=c1c2c(-c3ccccc3)c(-c3ccccc3)oc2ncn1CCCN1CCOCC1	4	-1.1	0.3	-1.5	-3.1	2.4	-1	-12	-1.3	0.2	-69
NS(=O)(=O)c1ccc(NC(=O)c2ccc3c(c2)CCCC3)cc1	5	-0.1	0.0	0.0	-1.3	2.9	5	-14	1.4	3.2	-7
O=c1c(CN2CCN(Cc3ccccc3F)C(CCO)C2)coc2ccccc12 (configuration not stated)	-1	-1.1	-0.1	0.8	1.1	0.4	1	12	3.5	-0.2	-4
COc1ccc(C2CCCN2C(=S)Nc2cccc(C)c2)cc1OC (configuration not stated)	5	-1.4	0.9	-0.3	-1.5	2.8	-2	11	-0.6	-3.1	-6
CC(C)C(=O)Nc1c(-c2cccc(Cl)c2)c(=O)c2ccccc2n1C	-3	0.1	2.2	-0.3	2.6	0.2	3	6	-0.1	-0.8	-6

An excerpt from above, reduced to DAX1 inh-2 and ssDAF-12 act:
molecule,DAX1 inh-2,ssDAF-12 act
COc1ccc(-c2nn(-c3ccccc3)cc2CNC(=O)c2cccc([N+](=O)[O-])c2)cc1,-1.2,-1.2
CC(=O)Nc1ccc(C23CC4CC(CC(C4)C2)C3)cc1,-0.5,-1.2

(list continues)
Structure	NR1D1 modulator	ssDAF-12 act	DAX1 inh-1	DAX1 inh-2	hcDAF-12 act	GAA850 FXN act	SMARCA2 activ	HGIII-sPLA2 inh	PG9 Ab binder	hgDAF12 agonist	PLC-beta3 inh
COc1ccc(N2CCN(CCCn3cnc4c(OC)ncnc43)CC2)cc1	9	-0.5	-0.2	-0.5	-0.5	-0.7	0	1	-1.4	-0.3	2
Cc1cc(C(=O)OCC(=O)NC(C)(C)C)c2ccccc2n1	2	-1.5	0.5	-0.7	-0.4	-0.9	-3	2	-0.4	-1.4	-2
O=C(Nc1nn[nH]n1)c1cc(-c2ccc(Cl)c(Cl)c2Cl)nc2ccccc12	-1	-1.0	2.0	0.1	1.6	0.3	3	2	0.7	0.3	-3
Cc1ccccc1-c1nnc(SCc2ccccc2F)o1	-5	-0.5	4.3*	3.9*	6.4*	4.1	5	-5	1.7	13*	-2
COc1cccc(-c2nnc(SCC(=O)N3CC(C)CC(C)C3)o2)c1 (configuration not stated)	7	-1.2	6.7*	0.2	-3.9	0.0	-1	-5	-0.1	-0.9	1
CCCOC(=O)c1c(N)sc2c1CCC2	-2	-0.9	-0.1	-0.5	0.3	2.1	1	-6	-1.2	-1.1	-38
Clc1ccc(N=C2SCC3CCCCN23)cc1 (configuration not stated)	1	-0.6	0.4	1.0	1.7	8.2*	6	1	-0.8	9.1	0
O=C(NCC(c1ccc(F)cc1)N1CCOCC1)c1nn(-c2ccccc2)c(=O)c2ccccc12 (configuration not stated)	-3	-0.8	-0.9	1.4	-1.1	0.1	0	8	0.6	2.2	-6
CC1CN(Cc2ccco2)C(=S)N(c2ccccc2)C1=O (configuration not stated)	-2	-0.9	0.2	0.4	-1.3	2.7	-2	10	0.2	0.0	-1
Cc1ccc(S(=O)(=O)N2CCC(c3nc4c(nnn4Cc4ccccc4)c(=O)[nH]3)CC2)cc1	-7	-1.3	.	-1.0	-0.9	0.0	4	-34	-0.4	1.1	3
C/C(=N/NC(=O)Cn1nc2ccccc2n1)c1ccc(F)cc1	-9	-0.6	0.2	0.6	0.2	1.1	-1	2	0.9	-1.0	-2
COc1ccc(-n2nc(C(=O)NCC(=O)N3CCN(Cc4ccccc4)CC3)c3ccccc3c2=O)cc1	1	-1.7	-2.5	-0.8	-3.1	-1.4	-2	-14	-2.4	-3.5	-129
O=c1[nH]c(/C=C\c2ccc(O)c(Cl)c2)nc(O)c1[N+](=O)[O-]	0	-1.4	-0.6	0.2	-0.7	0.5	-1	8	-6.8	-0.4	-4
O=C(C1CC(=O)N(c2ccc3c(c2)OCCO3)C1)N1CCN(S(=O)(=O)c2ccc(F)cc2)CC1 (configuration not stated)	1	-1.2	0.0	-2.2	-0.6	1.2	1	-1	-0.6	-1.5	-7
CNC(=S)N(Cc1ccco1)Cc1cc2cc(OC)ccc2[nH]c1=O	6	-1.9	-0.3	0.3	-1.6	0.5	-4	13	-1.3	0.5	-56
CN(c1ccccc1)S(=O)(=O)c1ccc(C(=O)N2CCN(c3ccccc3)CC2)cc1	2	-0.2	0.5	1.0	-0.9	-2.2	0	2	2.6	4.0	4
CN(C)c1nc(-c2ccccc2)c2cnn(Cc3ccccc3)c2n1	-3	-1.6	-0.5	-0.5	-1.7	1.0	-1	1	2.1	-0.2	-95
COCCn1c(SCC(=O)N2CCCc3ccccc32)nc2c(c1=O)SC(C)C2 (configuration not stated)	3	-0.3	-0.2	-0.7	-2.4	0.2	-1	-1	-1.0	-5.7	1
